Assay outcomes (PubChem BioAssay)
APP transl inh: APP translation inhibition | SH-SY5Y APP 5'UTR-luciferase reporter, luminescence | inhibition, % at 2 µM | hit rate 0.82% among 190,000;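 active = inhibition above a set limit, derived from the sample mean plus 3 SD, cut at about 45% in these data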; note: values of inactives mirror those of a sister screen read the other way
TLR4 MyD88 comp: TLR4-MyD88 interaction inhibition in cells. O00206+Q99836. HeLa CL3-4 TLR4/MyD88 BLA complementation, FRET ratio. inhibition, % at 8.4 µM. hit rate 0.18% among 200,000. AID 861; in the data active = inhibition above about 25%;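 note: 0% = vehicle and 100% = reference inhibitor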
G6PDH CS: L. mesenteroides G6PDH inhibition counter-screen. Purified L. mesenteroides G6PDH, diaphorase/resazurin coupled fluorescence, 45 min. hit rate 0.12% among 200,000. inhibition, % at 5 µM; in the data active = inhibition above about 50%
Diaphorase act: counter-screen for diaphorase-based assays: diaphorase activators and chemical reducers; Diaphorase/resazurin coupled assay, resorufin fluorescence, 16 min; hits give high values; 1 = vehicle wells, 0 = NADH-free wells; hit rate 0.005% among 190,000; activation factor at 20 µM;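 active = diaphorase activity raised at least twofold by the compound at 20 µM; inactive = activation factor below 2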
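Assay system: bacterial diaphorase enzyme (C. kluyveri) / Input: enzyme 0.07 U/mL final / Medium: 50 mM HEPES pH 7.4 with 4.542 mM MgCl2, 0.005% Tween 20 / Doses: single compound dose of 20 µM, 1% DMSO final / Incubation: 16 min enzyme reaction, ambient temperature / Signal: fluorescence, excitation 544 nm and emission 590 nm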
STAT1 activator: STAT1 signaling activation | NIH 3T3 STAT1-luciferase reporter, IFN-gamma, luminescence; 100% = IFN-gamma alone, no compound | activation (% of control), % at 5.5 µM | hit rate 2.6% among 200,000 | AID 932;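 active = activation above the screen-wide mean activation plus 3 SD, cut at about 130% in these data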;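 note: raw ratio to IFN-gamma control signal so 100% means no change and 0% no light; values of inactives mirror those of a sister screen read the other way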
APP 5'UTR act: activates APP 5'UTR luciferase reporter. SH-SY5Y APP 5'UTR luciferase reporter, luminescence; zero percent = DMSO vehicle wells. activation, % at 2 µM. hit rate 1% among 190,000;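 active = activation above a set limit, based on mean plus 3 SD of controls, cut at about 140% in these data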; note: values of inactives mirror those of a sister screen read the other way
Diaph inh CS: counter-screen for diaphorase-based assays: diaphorase inhibitors and chemical oxidizers; diaphorase resazurin-to-resorufin fluorescence, NADH, 16 min; bacterial (C. kluyveri) enzyme, not human; inhibition, % at 20 µM; hit rate 0.69% among 190,000;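 active = primary screen inhibition at 20 µM above a set limit, cut at about 50% in these data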;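 note: plate controls were DMSO with full reaction for no effect and wells lacking NADH for full effect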
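Test system: bacterial diaphorase enzyme (C. kluyveri); Quantity: 0.14 U/mL diaphorase, enzyme working solution; Times: reaction incubation of 16 min at room temperature; Measured by: fluorescence of resorufin formed from resazurin, Ex 544/Em 590 nm; Benchmarks: positive control minus NADH, DMSO neutral control.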
FLuc inh counter: Photinus pyralis luciferase inhibition counter-screen. P08659. ATPLite firefly luciferase biochemical luminescence, 10 min. inhibition, % at 10 µM. hit rate 1.5% among 200,000;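 active = inhibition above about 50% when tested at 10 µM, limit read from the data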
Target sequence (P08659 whole entry, looked up): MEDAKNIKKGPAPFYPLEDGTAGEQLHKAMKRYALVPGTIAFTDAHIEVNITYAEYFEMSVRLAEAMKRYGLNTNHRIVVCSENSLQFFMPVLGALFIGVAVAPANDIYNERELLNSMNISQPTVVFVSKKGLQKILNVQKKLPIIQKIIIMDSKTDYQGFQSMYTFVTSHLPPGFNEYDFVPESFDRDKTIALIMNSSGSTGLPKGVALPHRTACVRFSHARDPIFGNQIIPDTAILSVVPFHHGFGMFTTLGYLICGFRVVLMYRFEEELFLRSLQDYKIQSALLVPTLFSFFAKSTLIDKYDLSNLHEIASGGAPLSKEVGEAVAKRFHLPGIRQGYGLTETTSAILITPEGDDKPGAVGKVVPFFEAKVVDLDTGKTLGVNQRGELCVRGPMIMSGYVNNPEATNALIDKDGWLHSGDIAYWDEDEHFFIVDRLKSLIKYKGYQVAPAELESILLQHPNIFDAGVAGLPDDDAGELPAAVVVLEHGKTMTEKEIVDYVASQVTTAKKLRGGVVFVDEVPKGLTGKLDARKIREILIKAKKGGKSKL
NF-kB expr up: NF-kB expression increase, human neuronal cells; hit rate 1.6% among 190,000; fold change at 12.5 µM; NF-kB reporter expression; hits give high values; in the data active = fold change above about 3.3
FLuc stim CS: firefly luciferase counter-screen for stimulation assays. activation factor at 10 µM. AID 1027. 200,000 tested, under 10 active. ATPlite luciferase biochemical, luminescence, 10 min; 0 = ATP-free wells, 1 = DMSO control;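 active = luciferase activation factor, scaled between plate controls, of at least 2 with compound at 10 µM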
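System: cell-free luciferase reagent; medium: PBS as buffer for the ATP substrate; doses: test compounds dosed from 2 mM stocks in 100% DMSO; incubation: 10 min, room temperature; measured by: luminescence from luciferase reaction; read-out: luciferase activation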
Starred values were filed as active, the others as inactive; · = no result given.

SMILES	APP transl inh	TLR4 MyD88 comp	G6PDH CS	Diaphorase act	STAT1 activator	APP 5'UTR act	Diaph inh CS	FLuc inh counter	NF-kB expr up	FLuc stim CS
CN(CC(=O)Nc1ccccc1C(=O)N1CCCC1)S(=O)(=O)c1ccc(Br)cc1	5	-2	-5	0.9	97	-5	6	-7	0.91	1.1
O=C(COc1cccnc1[N+](=O)[O-])NCCc1ccc(F)cc1	-5	7	7	1	96	5	-2	-4	1.1	1
COc1cccc(OCCNC(=O)c2cc([N+](=O)[O-])cc([N+](=O)[O-])c2)c1	-4	-7	0	0.9	101	4	7	-2	1.1	1
CCOc1ccc(-c2noc(CCCC(N)=O)n2)cc1OC	5	7	-1	1	98	-5	1	-8	0.97	1.1
COc1ccccc1NC(=S)N(Cc1ccccc1)Cc1cccs1	-5	-20	8	1	98	5	4	4	1	1
CCCN(CCC)S(=O)(=O)c1ccc(C(=O)N2CCOCC2)cc1	·	5	0	0.9	93	·	11	-4	1	1
NS(=O)(=O)c1ccc(CCNC(=O)CCCCCNc2nc(=S)[nH]c3ccccc23)cc1	5	-2	-29	0.7	98	-5	28	-3	1	1
O=C(Nc1ncn[nH]1)C(F)(F)C(F)F	6	-2	-1	0.8	110	-6	20	-4	1	1
Cn1ncc(C#N)c1NC(=O)C1CC(c2c(F)cccc2Cl)=NO1 (centres undefined)	6	2	-5	1	104	-6	-3	2	1.1	1
Cc1ccc(OCC(=O)NNC(=O)C2CCN(c3ncccn3)CC2)cc1	-4	-7	4	0.9	100	3	9	-6	1	1.1
N#Cc1ccccc1Cn1c(=O)n(C2CCCC2)c(=O)c2ccccc21	-2	-3	1	0.8	97	2	21	-3	1.4	1
Cc1ccc(C)c(C(=O)NCc2ccncc2)c1	-5	15	-6	0.9	101	5	7	-6	1.1	1.1
Cc1cc(NC(=O)c2noc3c2CCCC3)n(-c2ccccc2)n1	32	-3	6	0.9	100	-32	8	-4	1.5	1
O=C1OC(c2ccccc2)=N/C1=C\C=C\c1ccccc1[N+](=O)[O-]	-2	-8	0	0.9	102	1	13	1	1	1
CS(=O)(=O)N(CC(=O)N1CCN(c2ccccc2)CC1)Cc1ccc(Cl)cc1	13	4	1	0.9	98	-13	10	-5	1.2	1.1
S=c1[nH]nc(-c2cccs2)n1/N=C/c1c(Cl)cccc1Cl	-2	4	2	0.9	98	2	7	-1	1.1	1
Oc1cccc(NC(=S)Nc2cccnc2)c1	4	-6	5	1	95	-4	-1	0	1	1
CC(=O)N1Cc2cc([N+](=O)[O-])ccc2Oc2ccccc21	-25	3	4	0.9	105	25	5	-4	1.1	1
COc1ccc(NC(=O)Nc2ccc3c(c2)N(C)C(=O)CS3)cc1OC	12	8	-3	1.1	100	-12	-14	-1	0.5	1
CCCC(=O)NC(c1cccs1)c1cc(Cl)c2cccnc2c1O (centres undefined)	44	-4	22	0.7	91	-44	34	-1	0.79	1
O=C(Cc1cccc2ccccc12)Nc1ccc2oc(-c3ccccc3)nc2c1	·	-2	2	0.9	102	·	11	3	1.2	1
COc1cc(OC)cc(-c2n[nH]c(=S)n2-c2cc(OC)ccc2OC)c1	5	-6	4	0.8	101	-5	22	5	1.2	0.9
O=C(NCc1cccs1)C1CC(=O)N(c2ccc(Cl)cc2)C1 (centres undefined)	5	11	20	0.9	104	-5	11	-3	1	1
COc1ccc(NC(=O)NCc2ccc3c(c2)OCO3)cc1	-26	13	10	1	103	26	-2	-1	1.3	1
C=CCOC(=O)C1=C[C@H](c2ccc(C(F)(F)F)cc2)[C@@H](CCCO)[C@H](OCC)O1	9	-6	19	0.9	86	-9	8	-5	1.1	1.1

Next part
SMILES	APP transl inh	TLR4 MyD88 comp	G6PDH CS	Diaphorase act	STAT1 activator	APP 5'UTR act	Diaph inh CS	FLuc inh counter	NF-kB expr up	FLuc stim CS
COc1ccc(Br)cc1CN(C)C(C)C(=O)Nc1cccc(C(C)=O)c1 (centres undefined)	-10	-10	0	0.9	86	10	9	-6	0.81	1.1
O=C1CN(c2nc(-c3ccccc3)c3cc(Cl)ccc3n2)c2ccccc2N1	-11	1	-12	0.9	95	11	7	-7	1.1	1.1
Cc1cc(C)c(NC(=O)CN(c2ccccc2)S(=O)(=O)N(C)C)c(C)c1	·	8	-5	0.8	95	·	17	-5	0.78	1
O=C(Nc1ccc(F)cc1)c1nsc(Cl)c1Cl	-127	11	8	0.9	138*	127	8	29	5*	0.7
N#C/C(=C/c1ccc(N2CCCCC2)cc1)c1cccc(F)c1	-81	3	-14	0.9	115	81	8	-1	1.1	1
COc1ccc(C(=O)N(Cc2ccco2)Cc2cc3cc(C)ccc3[nH]c2=O)cc1OC	9	-6	·	·	96	-9	·	·	·	·
O=C(Oc1ccc2c(c1)OCO2)c1cccs1	8	-3	-2	0.9	98	-8	11	9	1	0.9
O=[N+]([O-])c1cc(Cl)ccc1-c1nc(-c2ccccc2)no1	-122	-15	-14	0.8	188*	122	18	67*	13*	0.3
COc1ccc(NC(=O)NN(C(=O)c2ccccc2)C(C)(C)C)cc1	-2	-3	9	0.9	103	2	15	-3	1.6	1
COc1ccc(CNC(=O)c2ccc(-c3ccccc3)cc2)cc1	-20	-3	0	0.9	112	20	9	-3	1.7	1
Cc1ccccc1N(CC(=O)NCCSCc1ccco1)S(C)(=O)=O	-3	-4	10	0.9	104	3	10	-7	1.2	1.1
O=C(NCc1nc2ccccc2[nH]1)C1=C[C@H](c2ccc(C(F)(F)F)cc2)C[C@H](OCc2ccc(CO)cc2)O1	-1	-19	1	0.8	98	1	15	-1	0.78	1
COc1ccc(CN2CCC(C(=O)N3CCCC(C)C3)CC2)cc1OC (centres undefined)	6	-2	11	0.8	102	-6	20	-5	0.89	1.1
FC(F)(F)c1cccc(Cc2noc(CN3CCCC3)n2)c1	-8	2	0	1	96	8	-4	5	1.1	0.9
Cn1c(=O)c2c(nc(N3CCN(Cc4ccccc4)CC3)n2CCSc2ncccn2)n(C)c1=O	·	·	-12	1	·	·	-2	-4	·	1
Cn1nc(-c2ccc(C(=O)Nc3ccc(F)cc3)cc2)c2ccccc2c1=O	2	-5	3	0.9	100	-2	6	-4	1.1	1
COc1ccc(-c2nnc(SCc3ccccc3F)o2)cc1	-157	-6	3	0.9	142*	157*	10	28	7.7*	0.7
CCOCC(=O)Nc1c(C(=O)Nc2ccc3c(c2)OCCO3)oc2ccccc12	-129	-9	0	0.9	155*	129	11	1	1.4	1
CCOC(=O)C1(C)C=C(Nc2ccccc2)C(=O)N1c1ccccc1 (centres undefined)	-11	-3	9	0.8	107	11	16	-8	1.1	1.1
CCCC1N2CC3([N+](=O)[O-])CN1CC([N+](=O)[O-])(C2)C3(C)C (centres undefined)	9	3	-6	0.9	99	-9	10	-7	1.1	1.1
O=C(CN1C(=O)COc2ccccc21)N(Cc1cccnc1)Cc1cccc(F)c1	-6	9	13	0.9	102	6	9	-5	0.62	1
CSc1ccc(CN(C)C(C)C(=O)NCc2ccccc2)cc1 (centres undefined)	5	-1	-1	0.9	97	-5	5	-3	0.95	1
Cn1c(SCc2ccccn2)nnc1-c1ccncc1	6	6	12	0.8	101	-6	15	2	1.1	1
COc1ccc(CN2CCC(CO)(Cc3ccccc3C(F)(F)F)CC2)c(F)c1	7	0	2	0.9	99	-7	11	-8	0.9	1.1
COC(=O)c1cc(Cl)c(NC(=O)c2ccco2)cc1OC	-13	12	6	0.9	114	13	13	-6	1.8	1.1

By substructure, those above containing a cyano group (3)
SMILES	APP transl inh	TLR4 MyD88 comp	G6PDH CS	Diaphorase act	STAT1 activator	APP 5'UTR act	Diaph inh CS	FLuc inh counter	NF-kB expr up	FLuc stim CS
Cn1ncc(C#N)c1NC(=O)C1CC(c2c(F)cccc2Cl)=NO1 (centres undefined)	6	2	-5	1	104	-6	-3	2	1.1	1
N#Cc1ccccc1Cn1c(=O)n(C2CCCC2)c(=O)c2ccccc21	-2	-3	1	0.8	97	2	21	-3	1.4	1
N#C/C(=C/c1ccc(N2CCCCC2)cc1)c1cccc(F)c1	-81	3	-14	0.9	115	81	8	-1	1.1	1

Later entries:
SMILES	APP transl inh	TLR4 MyD88 comp	G6PDH CS	Diaphorase act	STAT1 activator	APP 5'UTR act	Diaph inh CS	FLuc inh counter	NF-kB expr up	FLuc stim CS
COCCn1c(Cc2cccn2C)nnc1SCC(=O)NCc1ccc2c(c1)OCO2	-28	-6	3	0.9	103	28	8	-6	1.3	1.1
CCCCSc1nnc(-c2ccc(C)cc2)c2ccccc12	4	-11	1	1	103	-4	3	-9	0.89	1.1
Cc1ccccc1Nc1cc(C(=O)NCc2ccco2)c2ccccc2n1	-1	-6	4	0.8	102	1	19	4	0.78	1
COc1ccc(NS(=O)(=O)c2ccc(O)c(C(=O)OCC(=O)NC3CCCCC3)c2)cc1	3	10	5	0.9	100	-3	10	-11	1	1.1
COc1ccc(N(CC(=O)NC(C)(C)C)C(=O)c2ccco2)cc1	-3	-2	1	0.9	102	3	8	-6	1.2	1.1
CCN(CC)S(=O)(=O)c1ccc2c(c1)nc(CCC(=O)O)n2CC	-10	-2	1	0.9	104	10	6	-4	1.2	1
CCCOc1ccc(Cc2nn[nH]n2)cc1	9	1	10	1.1	105	-9	-8	-6	1.3	1.1
CCOC(=O)c1ccc(NC(=O)NC2CC3CCC(C2)N3C(=S)NC)cc1 (centres undefined)	-10	-3	10	0.8	95	10	15	-3	1.2	1
Cc1ccc(NC(=O)CSc2nnc(C)c(=O)[nH]2)cc1C	-14	3	5	1	100	14	1	1	1.1	1
C=CCNC(=S)NNC(=O)c1csc(C)c1CC	-7	12	-4	1	102	7	5	-7	1	1.1
O=C(NN=C1CCCCCC1)NC1CCCCC1	-5	4	11	1	104	5	2	0	1.4	1
Cc1cc(OCCCCCNCCO)ccc1Cl	-7	2	-1	0.9	106	7	9	-6	0.91	1.1
Cc1ccccc1NC(=O)C1CCCN1/C=C/C(=O)C(F)(F)F (centres undefined)	-9	-14	-10	0.9	99	9	12	-6	0.9	1.1
Cc1noc(/C=C/c2ccco2)c1S(=O)(=O)N1CCC(C(=O)NC(C)c2ccccc2)CC1 (centres undefined)	5	-14	5	0.9	99	-5	15	-10	0.92	1.1
O=c1[nH]c(-c2ccccc2)nc2sc(-c3ccccc3)cc12	-3	-9	7	1.1	121	3	-12	12	1.8	0.9
O=C(CCS(=O)(=O)c1cc(Br)cc2c1N(C(=O)C1CC1)CC2)NCc1ccco1	-2	22	14	0.9	92	2	11	0	1.2	1
Cc1cc(N2CCCC2=O)cc(C)c1S(=O)(=O)NCCOc1ccc(C(C)(C)C)cc1	-8	3	1	0.7	81	8	27	-10	0.82	1.1
O=C(CSc1ccc(-c2ccccn2)nn1)N1CCc2ccccc21	0	1	-4	1	107	0	-2	10	1	0.9
Cc1ccc(C2(C(F)(F)F)N=C3Sc4cc(C)ccc4N3C(=O)N2)cc1 (centres undefined)	-22	0	15	1	103	22	3	2	1.2	1

As a short view, two of the compounds above:
SMILES	APP transl inh	TLR4 MyD88 comp	G6PDH CS	Diaphorase act	STAT1 activator	APP 5'UTR act	Diaph inh CS	FLuc inh counter	NF-kB expr up	FLuc stim CS
CN(CC(=O)Nc1ccccc1C(=O)N1CCCC1)S(=O)(=O)c1ccc(Br)cc1	5	-2	-5	0.9	97	-5	6	-7	0.91	1.1
O=C(COc1cccnc1[N+](=O)[O-])NCCc1ccc(F)cc1	-5	7	7	1	96	5	-2	-4	1.1	1
